RSV antiviral HEp-2: inhibition of RSV-induced cytopathic effect – HEp-2 cells, primary 10 µM value included (AID 2391). HEp-2 cells, RSV-induced CPE inhibition; higher % means a stronger effect. one-dose CPE inhibition, % at 10 µM; IC50 in µM for titrated hits. 0.13% of 310,000 active; in the data active means a potency from the dose series; inconclusive means CPE inhibition mostly from about 23% at the one dose, without a potency; inactive means the rest, 99 in 100 with CPE inhibition below about 21%; further: strong numbers were not always called active
K1F lysis inhibition: inhibition of K1F phage lysis, E. coli UTI89, bacterial capsule biogenesis inhibitors, alamar blue (AID 488966) | one-dose inhibition, % at 100 µM; IC50 in µM for titrated hits | E. coli UTI89 K1F phage lysis, alamar blue, 2 h; higher % means a stronger effect | 0.02% of 340,000 active;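 active means phage lysis inhibition, versus mean bacterial control, above a set limit; inconclusive means no clear call, values can overlap the other calls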;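 further: capsule biogenesis inhibitors block K1F phage lysis so surviving cells raise fluorescence; higher fluorescence means more inhibition of phage lysis; actives were called in the ten point dose series up to 300 µM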
PhoP inhibition: PhoP-dependent GFP reporter repression – Salmonella Typhimurium, primary screen (AID 1863) | S. Typhimurium PhoP-regulated promoter GFP reporter, 4 h; higher % means a stronger effect | one-dose inhibition, % at 50 µM; IC50 in µM for titrated hits | 0.16% of 300,000 active;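 active means inhibition over 29.93%, a cutoff 3 SD above the screen mean, later confirmed by dose response; inconclusive means inhibition over 29.93% but no dose response follow-up; inactive means inhibition at most 29.93% or unconfirmed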;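 further: 0% = low Mg2+ inducing control and 100% = high Mg2+ repressing control; strong numbers were not always called active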
Myeloid diff 2: compounds promoting myeloid differentiation | ER-HoxA9 myeloid progenitors, lysozyme-GFP differentiation, flow cytometry | calls only at 10 µM | 1% of 360,000 active;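 active means normalized GFP-positive differentiation at or above the plate's own cutoff, the solvent-only control mean plus 3 SD; inconclusive means no clear call, values can overlap the other calls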;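 further: cells exposed to compound for four days before flow analysis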
NTR1 agonist: NTR1-driven beta-arrestin-GFP spot formation – imaging, U2OS cells, high content, primary screen (AID 493036) | activation, % at 20 µM | 0.17% of 330,000 active | agonist mode;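 active means activation at or above 40% of the spot to cytoplasm intensity ratio, with at least 20 cells analyzed; inconclusive means wells under 20 cells, flagged as cytotoxic or low count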;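 further: 0% = DMSO without peptide and 100% = 100 nM NTR1 peptide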
Target sequence (P30989 whole entry, looked up): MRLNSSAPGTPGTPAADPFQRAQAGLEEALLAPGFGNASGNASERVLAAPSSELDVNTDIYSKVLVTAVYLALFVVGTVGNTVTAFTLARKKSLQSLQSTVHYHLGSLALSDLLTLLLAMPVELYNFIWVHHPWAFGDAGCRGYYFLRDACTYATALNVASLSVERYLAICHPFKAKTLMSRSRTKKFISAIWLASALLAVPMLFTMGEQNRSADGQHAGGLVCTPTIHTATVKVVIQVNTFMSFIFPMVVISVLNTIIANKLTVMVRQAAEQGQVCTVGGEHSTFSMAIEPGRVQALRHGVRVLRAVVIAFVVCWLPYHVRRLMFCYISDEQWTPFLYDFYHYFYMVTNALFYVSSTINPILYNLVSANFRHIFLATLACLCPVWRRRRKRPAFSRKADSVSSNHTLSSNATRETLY
TNAP activation fold: stimulation of alkaline phosphatase TNAP activity – biochemical, luminescent, no phosphate acceptor, uHTS, primary screen (AID 1001). purified TNAP, luminescent activation assay, no phosphate acceptor; higher activation fold means a stronger effect. activation fold at 20 µM, or EC50 in µM where a hit was titrated. 0.03% of 200,000 active; in the data active means activation fold from about 3, or a potency from the dose series; inactive means the rest, 99 in 100 with activation fold below about 1.6; further: many of its hits are not listed in these tables
T cell modulator: T cell immune modulators affecting CD8 T cell-vesicle binding. 2C CD8+ T cell-vesicle binding, flow cytometry; hits give low values. calls only at 7 µM. 0.068% of 330,000 active;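 active means response, share of CD8 T cells binding vesicles, and their 90th percentile fluorescence all below set limits, cut at about 80% in these data, passing the limit was not always enough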
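Incubation: binding step 1.5 h, 37 °C, antibody labelling 20 min, ice; system: murine 2C transgenic CD8+ T lymphocytes; technique: cytometric PE anti-B7-1 and Alexa647 anti-CD8 signals after 1% paraformaldehyde fixation; also added: QL9-charged Drosophila Ld/ICAM-1/B7-1 vesicles; control set: naked versus QL9-loaded vesicles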
Large T inhibition: SV40 large T antigen inhibitors, biochemical (AID 1903). 0.39% of 310,000 active. SV40 large T antigen ATPase/helicase inhibition assay; higher % means a stronger effect. inhibition, % at 20 µM, or IC50 in µM where a hit was titrated; in the data active means a potency from the dose series; inconclusive means inhibition mostly from about 32% at the one dose, without a potency; inactive means the rest, 99 in 100 with inhibition below about 32%; further: strong numbers were not always called active
Rac1 GTP hydrolysis: MgcRacGAP GTPase-activating activity inhibitors, confirmation, biochemical, ADP Hunter fluorescence | MgcRacGAP-stimulated Rac1 GTP hydrolysis, ADP Hunter fluorescence; higher % means a stronger effect; GST-tagged Rac1 F28L mutant substrate | one-dose inhibition, % at 30 µM; IC50 in µM for titrated hits | 0.6% of 340,000 active;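 active means first-screen hits whose inhibition reached a set limit at any dose in the follow-up dose series; inconclusive means inhibition above the set first-screen limit but never retested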;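 further: fluorescence reports GDP produced by GAP-driven GTP hydrolysis; strong numbers were not always called active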
T cell modulator vesicle-bound %: recorded beside T cell modulator, whose call it bears; double positive events, %; measured here: CD8+ vesicle-bound cell fraction;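 binding gate set so that unloaded-vesicle control wells show 10% double positive cells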
NTR1 agonist cell count 20 µM: further read-out of NTR1 agonist, marked with its call; cell count; measured here: cell count, cytotoxicity flag
Myeloid diff 2 GFP+ MAC1+ %: recorded beside Myeloid diff 2, whose call it bears; GFP+ MAC1+ double positive, %; measured here: differentiation confirmed by MAC1 staining
Numbers without * were called inactive; i = inactive; ? = inconclusive; / = not tested or not shown; + = active, no number; [ ] = another dose, or the depositor's remark.

SMILES	RSV antiviral HEp-2	K1F lysis inhibition	PhoP inhibition	Myeloid diff 2	Myeloid diff 2 GFP+ MAC1+ %	NTR1 agonist	NTR1 agonist cell count 20 µM	TNAP activation fold	T cell modulator	T cell modulator vesicle-bound %	Large T inhibition	Rac1 GTP hydrolysis
Cc1ccn(C(=O)c2cc3cc(Cl)ccc3oc2=O)n1	0.5%	-0.4%	-19%	i	4.5	0.1	68	1	i	38	6%	10%
CN1CCN(C(=O)c2ccc(COc3ccc(C(C)(C)C)cc3)o2)CC1	-1.6%	0.5%	-9%	i	0.3	0.6	36	1.1	i	46	-1%	14%
CNC(=O)COC(=O)/C=C/c1c(C)nn(-c2ccccc2)c1C	2.0%	5.7%	-6%	i	0.5	-0.9	45	1.1	i	46	6%	1%
Cn1c(Cc2ccccc2)nnc1SCC(=O)NC1CCCC1	-0.1%	0.0%	5%	i	0.5	0.4	48	/	i	49	-6%	5%
CCOC(=O)c1sc2nc3c(cc2c1N)COC(C)(CC)C3 (stereo not given)	20%	-0.2%	-1%	i	2.0	3.8	90	1.2	i	40	-2%	8%
COC(=O)N/N=C/c1ccc([N+](=O)[O-])o1	2.5%	0.1%	-4%	i	1.0	0.8	44	1	i	26	2%	-4%
O=c1[nH][nH]cc1C=Nc1ccccc1Cl	1.0%	0.9%	3%	i	0.1	-1.0	84	1	i	55	9%	27%
O=C(NC1C=CS(=O)(=O)C1)c1sc2ccccc2c1Cl (stereo not given)	16%	1.9%	19%	i	12	0.2	39	1.1	i	6	1%	2%
Cc1ccccc1OCC(=O)N1CCC2(CC1)CC(=O)c1ccccc1O2	-0.5%	0.9%[50 µM]	-10%	i	0.5	0.5	58	/	i	51	5%	11%
O=C(CSc1nc2c(cnn2-c2ccc(F)cc2)c(=O)[nH]1)Nc1nccs1	0.7%	?	4%	i	1.9	1.6	57	1.1	i	12	12%	9%
O=C(COc1ccc(Cl)cc1)Nc1ccc(NC(=O)c2ccco2)cc1	0.8%	0.1%	9%	i	0.5	-0.6	55	/	i	50	3%	8%
CC(C)COc1ncnc2c1sc1nc3c(cc12)COC(C)(C)C3	0.0%	/	-6%	/	/	0.3	44	/	i	37	8%	/
C/C(Cl)=C\COc1cc(C)nc2c(Br)cccc12	2.9%	0.4%	5%	i	0.2	1.2	35	1.1	i	46	6%	14%
O=C(O)c1ccccc1C(=O)c1ccc(N2CCCC2)c([N+](=O)[O-])c1	2.0%	0.7%	-5%	i	0.3	0.4	96	0.9	i	47	6%	6%
CCC1(C)Cc2ccccc2-c2[nH]c(=S)[nH]c(=O)c21 (stereo not given)	1.4%	1.4%	-3%	i	0.2	3.2	62	/	i	59	15%	13%
COc1ccccc1NC(=O)CCn1c(=S)oc2ccccc21	1.9%	0.2%[50 µM]	1%	i	0.3	0.9	79	/	i	23	4%	6%
Cc1cc(C(=O)CSc2nc3ccccc3n2C)c(C)n1C	2.8%	0.0%	10%	i	1.3	-0.8	48	1.1	i	45	5%	12%
CCOC(=O)c1cc2sc(C)cc2n1CC(=O)Nc1ccc2c(c1)OCCO2	1.8%	4.1%	-4%	i	2.2	1.7	41	1.1	/	/	10%	3%
O=C(COC(=O)c1ccc(S(=O)(=O)Nc2ccccc2)cc1)NCc1ccco1	0.8%	0.5%	-5%	i	1.0	0.4	88	0.9	i	7	12%	5%
O=C(NCc1ccccc1Cl)c1ccc(Cn2cc(C(F)(F)F)ccc2=O)cc1	2.2%	0.5%	-9%	i	0.7	-2.7	89	1	i	19	2%	5%
Cc1ccc(C2C3=C(NCCN=C3c3ccccc3)C(=O)N2c2ccccc2)cc1 (stereo not given)	0.2%	0.3%	3%	i	5.9	0.3	48	1	i	39	12%	9%
COc1ccc(C(C)C)cc1S(=O)(=O)N1CCC(C(=O)NCc2cccnc2)CC1	0.6%	0.7%	9%	i	1.9	0.4	59	/	i	35	7%	5%
CCN(CC)c1ccc(NC(=O)COC(=O)c2cccs2)cc1	1.1%	0.6%	11%	i	0.4	0.5	83	1.1	i	27	15µM*	22%
COc1ccc(C2=NOC(C(=O)Nc3cccnc3Cl)C2)cc1 (stereo not given)	1.9%	-0.1%	5%	i	0.2	2.1	73	1.1	i	60	1%	5%
COC(=O)c1ccc(CSc2nc3ccccc3c(=O)n2Cc2ccco2)o1	21%	-0.6%	5%	i	0.6	3.7	66	1.1	i	7	31%	8%
Additional structures
SMILES	RSV antiviral HEp-2	K1F lysis inhibition	PhoP inhibition	Myeloid diff 2	Myeloid diff 2 GFP+ MAC1+ %	NTR1 agonist	NTR1 agonist cell count 20 µM	TNAP activation fold	T cell modulator	T cell modulator vesicle-bound %	Large T inhibition	Rac1 GTP hydrolysis
Cc1ccc(C(=O)N2CCN(c3ccc(C(F)(F)F)cn3)CC2)o1	/	0.5%[50 µM]	/	i	0.6	2.8	53	/	i	33	/	0%
S=c1[nH]c(-c2ccccc2)cn1/N=C/c1ccncc1	0.1%	0.2%	3%	i	0.4	0.4	64	/	i	18	24%	21%
O=C(Cc1ccc(NS(=O)(=O)c2ccc(F)cc2)cc1)NCc1cccnc1	0.9%	-0.1%	2%	i	0.1	-0.3	52	/	i	44	2%	6%
Cc1cnc(N2C(=O)c3ccc([N+](=O)[O-])cc3C2=O)s1	-1.2%	0.2%	-13%	i	0.7	-1.5	59	1	i	20	11%	5%
COc1ccc(/C=N/NC(=O)c2cccc(NC(=O)c3ccccc3)c2)c(C(=O)O)c1OC	1.0%	2.3%	4%	i	1.4	2.6	43	1.1	i	52	6%	4%
COc1cc(NC(=O)COc2ccccc2[N+](=O)[O-])ccc1NC(=O)c1ccco1	0.8%	1.8%[50 µM]	2%	i	1.1	-0.4	67	/	i	36	10%	10%
O=C(Nc1ccc(Cl)c(S(=O)(=O)N2CCOCC2)c1)c1ccc(OCC2CCCO2)cc1 (stereo not given)	3.2%	/	-3%	i	0.4	28	18	1	i	64	12%	/
O=C(NCc1ccccc1)c1cccc(COc2ccccc2Cl)c1	12%	-0.8%	-4%	i	0.6	1.5	66	1.2	i	48	9%	5%
CC1CCCCN1CC(O)COCCC12CC3CC(CC(C3)C1)C2 (stereo not given)	0.3%	0.8%	2%	i	0.4	1.1	60	1	i	35	-9%	-1%
CC(=O)N1CC=CC1(CC(C)C)C(=O)NCc1cc(F)cc(C(F)(F)F)c1 (stereo not given)	-1.0%	0.0%	1%	i	0.5	-2.4	73	1.1	i	22	9%	12%
Cc1cc(=O)n(C2CCS(=O)(=O)C2)[nH]1 (stereo not given)	-0.5%	/	-25%	i	0.3	0.6	84	1.1	i	61	24%	/
COc1cccc(C2C(C#N)=C(N)N(N(C)C)C3=C2C(=O)CC(C)(C)C3)c1 (stereo not given)	-0.1%	0.2%	/	i	0.2	1.1	81	/	i	24	8%	-3%
COc1cc(CCC(=O)OCC(=O)Nc2ncc(Cl)cc2Cl)cc(OC)c1OC	1.7%	0.1%	-4%	i	0.9	0.7	62	1.1	i	59	-1%	6%
Cc1cc(C)nc(NS(=O)(=O)c2ccc(NC(=O)c3ccco3)cc2)n1	0.6%	2.8%	-8%	i	0.2	-0.7	53	1.1	i	58	1%	2%
CCOC(=O)C1CCN(S(=O)(=O)c2ccc(NC(C)=O)c(Cl)c2)CC1	1.3%	-0.6%	-2%	i	1.0	-1.0	48	/	i	46	-5%	5%
Cc1cc(=O)n(-c2ccc(C(=O)O)cc2)[nH]1	2.7%	-0.3%	-3%	i	0.7	-1.3	41	1.1	i	38	-5%	4%
CC1CN(C(=O)c2cccc(C(=O)N3CC(C)OC(C)C3)c2)CC(C)O1 (stereo not given)	1.3%	0.8%	5%	i	0.7	-0.6	46	1.1	i	4	1%	6%
COCCN(C(=O)CCC(=O)Nc1nccs1)C(C(=O)NC(C)(C)C)c1ccc(C)cc1 (stereo not given)	1.0%	0.0%	-2%	i	0.6	0.9	46	/	i	38	4%	3%
O=C(Cn1cnc2ccccc2c1=O)NNC(=O)c1cccc([N+](=O)[O-])c1	-0.7%	0.8%[50 µM]	/	i	0.5	-1.0	63	/	i	40	/	9%
O=C(CCN1CCN(Cc2ccccc2)CC1)NNC(=O)Nc1cccc(Cl)c1	1.9%	-0.7%[50 µM]	1%	i	0.6	0.4	57	/	i	66	18%	0%
COc1cc(NC(=O)Cn2cnc(S(=O)(=O)N3CCOCC3)c2)cc(OC)c1OC	1.2%	0.2%	7%	i	1.0	-0.1	75	/	i	48	13%	10%
CC(OC(=O)C1=COCCO1)C(=O)Nc1ncc(Cl)cc1Cl (stereo not given)	/	0.2%[50 µM]	/	i	0.7	0.7	56	/	/	/	/	4%
CCOc1ccc(C(=O)CCNC(Cc2cnc[nH]2)C(=O)O)cc1 (stereo not given)	4.7%	1.1%	8%	i	5.3	1.0	61	1	i	51	6%	-5%
CCO[C@H]1OC(C(=O)N2CCCCCCC2)=C[C@@H](c2ccc(C(F)(F)F)cc2)[C@@H]1CCCO	4.0%	2.1%	-7%	i	0.9	3.5	78	1.1	i	22	11%	9%
COC(=O)c1c(NC(=S)NN2CCOCC2)sc2c1CCCC2	0.5%	0.7%	-12%	i	0.2	20	46	1	i	35	12%	5%
CCc1ccc(-c2csc(NC(=O)Oc3ccccc3)n2)cc1	16%	0.2%[50 µM]	-2%	i	0.9	2.3	46	1.1	i	0	9%	-13%
C=C1C(C(=O)Nc2cccc(OC)c2)C1C(=O)Nc1cccc(OC)c1 (stereo not given)	1.1%	0.1%	2%	i	0.2	-2.7	78	1.1	i	54	6%	12%
Cc1cccc(CSc2nc3nc(C)cc(C)n3n2)c1	-2.7%	1.1%	-6%	+	2.9*	-1.4	83	/	i	45	13%	3%
CC1=CC(c2ccccc2)n2nc(N)nc2N1 (stereo not given)	2.5%	-0.7%	-8%	i	1.1	1.2	79	/	i	20	18%	-1%

Screening results (PubChem)
